# High-throughput results (PubChem)
# AID1053144: TCF/LEF reporter activation in neural progenitors – cell-based, iPS-derived NPC, luciferase, Wnt3a, cherry-pick, dose response (AID 1053144); NPC TCF/LEF luciferase reporter, Wnt3a EC25, 24 h; activation, % at the top dose, mostly 26 µM; hits show AC30 in µM; 4.8% of 3,400 active;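 active = fitted curve reaches 30% activation at a concentration no higher than the top valid tested dose, luminescence rising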;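 also: wnt3a stimulus is conditioned medium from Wnt3a-transfected mouse L cells at 5% in well; 0% = neutral control wells and 100% = CHIR-99021 positive control wells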
# Numbers without * were called inactive.
SMILES,AID1053144
Oc1ccc(/C=C/c2cc(O)cc(O)c2)cc1,14.4%

# Some of the compounds tested; rates above refer to the full screens.
